Screening results from PubChem BioAssay.
NPYLR7 ag: activates Aedes aegypti NPYLR7 receptor | HEK293T NPYLR7/Galpha15, GCaMP6s calcium fluorescence | activation, % at 10 µM | 270,000 tested, 0.15% active; in the data active = activation above about 40%;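 note: 0% = vehicle and 100% = reference agonist at the receptor; some compounds past the cut are filed as inactive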
hcGAS lum: human cGAS inhibition. recombinant h-cGAS, ATP depletion, Kinase-Glo luminescence. AID 1259398. Q8N884. inhibition, % at 12.5 µM. 290,000 tested, 0.081% active;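 note: 0% = vehicle reaction and 100% = reaction without DNA for no activity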
Target sequence (Q8N884 whole entry, looked up): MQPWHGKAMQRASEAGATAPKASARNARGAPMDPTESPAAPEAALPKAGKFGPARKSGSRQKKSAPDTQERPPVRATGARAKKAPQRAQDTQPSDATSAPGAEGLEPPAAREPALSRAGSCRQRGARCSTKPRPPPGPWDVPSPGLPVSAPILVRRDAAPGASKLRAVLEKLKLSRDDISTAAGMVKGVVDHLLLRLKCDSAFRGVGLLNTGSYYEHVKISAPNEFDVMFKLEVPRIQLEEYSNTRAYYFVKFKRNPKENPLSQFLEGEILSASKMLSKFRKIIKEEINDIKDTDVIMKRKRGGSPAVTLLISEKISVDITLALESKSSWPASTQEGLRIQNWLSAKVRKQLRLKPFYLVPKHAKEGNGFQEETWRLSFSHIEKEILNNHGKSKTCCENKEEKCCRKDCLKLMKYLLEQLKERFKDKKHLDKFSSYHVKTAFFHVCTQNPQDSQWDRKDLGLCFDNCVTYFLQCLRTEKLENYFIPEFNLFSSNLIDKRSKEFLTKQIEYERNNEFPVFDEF
mcGAS lum: mouse cGAS inhibition by luminescence; Q8C6L5; recombinant cGAS, Kinase-Glo ATP depletion luminescence; inhibition, % at 12.5 µM; 160,000 tested, 0.15% active; AID 1259399;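 note: 0% = negative control wells and 100% = reference inhibitor with no enzyme activity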
* marks the source's active call; other numbers are inactive results; · = not tested or not shown; & = joins results of further samples. Cut-off read from the data, not from the text of the source, unless noted: active = inhibition above about 40%; inactive = the rest.

SMILES	NPYLR7 ag	hcGAS lum	mcGAS lum
Cc1sc2nc(CN3CCCC3)nc(-n3cnnc3C#N)c2c1C	7	-1	·
CC(C)NC(=O)c1cc(N)ccc1N1CCC(Cc2ccccc2)CC1	14	-2	·
CCOC(=O)CCC(=O)N(NC(=O)C(O)(CC)CC)c1ccccc1	9	-2	·
NC(CCc1ccccc1)c1csc(Nc2nccc(C(F)(F)F)n2)n1 (stereo not drawn)	-2	-1	-5
COc1ccc(-c2nc3c(n2O)CCc2c-3no[n+]2[O-])cc1OC	-9	-5	·
CC(NC(=O)CCN1CCCCCCC1)c1nc(-c2ccccn2)no1 (stereo not drawn)	7	-5	·
Cc1cccc(Cn2c(=O)c(C(=O)NC3CC3)nn(-c3ccc(C)c(F)c3)c2=O)c1	12	-8	-7
CCOC(=O)Nc1cc(=O)c2ccccc2o1	5	-1	·
CCc1nc2ccc(C(=O)Nc3ccc(OC)c(OC)c3)cn2c1N(C)C(=O)COc1ccccc1	0	-4	-5
CSCC(C)C(=O)Nc1ccc(F)cc1OCC(F)(F)F (stereo not drawn)	-5	-2	-10

Molecules above that have a CF3 group (2):
SMILES	NPYLR7 ag	hcGAS lum	mcGAS lum
NC(CCc1ccccc1)c1csc(Nc2nccc(C(F)(F)F)n2)n1 (stereo not drawn)	-2	-1	-5
CSCC(C)C(=O)Nc1ccc(F)cc1OCC(F)(F)F (stereo not drawn)	-5	-2	-10

The main list resumes, repeating the two entries before the break.
SMILES	NPYLR7 ag	hcGAS lum	mcGAS lum
CCc1nc2ccc(C(=O)Nc3ccc(OC)c(OC)c3)cn2c1N(C)C(=O)COc1ccccc1	0	-4	-5
CSCC(C)C(=O)Nc1ccc(F)cc1OCC(F)(F)F (stereo not drawn)	-5	-2	-10
CCOC(=O)c1c(CN2CCN(C)CC2)n(-c2ccccc2)c2cc(Br)c(OC)cc12	-5	-3	-5
Cc1cccc(C)c1-c1c(-c2ccccc2)ncn1CC(O)CO (stereo not drawn)	-5	-3	-17
Fc1ccc(CN(Cc2ccncc2)Cc2ccc(C(F)(F)F)nc2)cc1	-6	-1	-10
CCOc1ccc(OCCCCOc2ccc(F)cc2)cc1	-6	-2	·
O=C(c1nnc2n1CCN(Cc1cc3ccccc3o1)C2)N1CCCCC1	13	-8	·
c1ccc(C(c2ccccc2)c2noc3c2CN(CCCn2cnnn2)CC3)cc1	-1	-3	-16
COC(=O)CCC/C=C1/SCC(NC(=O)c2ccccc2)C1O (stereo not drawn)	10	-5	·
Nc1ccc(-c2nc3cc(N)cc(Cl)c3o2)cc1	118*	-3	-3
S=c1[nH]nc(-c2ccc(Cn3cnc(Cl)c3Cl)o2)n1CCCN1CCOCC1	-2	-5	-4
CC1(C(=O)Nc2cccc3ncccc23)CCN1C(=O)Cc1ccc(-c2ccccc2)cc1 (stereo not drawn)	4	-8	-3
C=CCn1c(SCC(=O)c2ccc(OC)cc2)nc2sc3c(c2c1=O)CCC3	-8	-8	-8
Cc1ccsc1C(=O)N1CCC1(C)C(=O)NS(=O)(=O)c1ccccc1Cl (stereo not drawn)	0	-11	·
Cc1onc(-c2ccccc2Cl)c1C(=O)Nc1ccc2c(C)cc(=O)oc2c1	-9	-1	-3
CN(C)CCCN(C(=O)CN1C(=O)CCC1=O)c1nc2ccc(F)cc2s1	-1	-7	-8
COc1cccc(C2NC(=O)N(C)C3=C2C(=O)N(c2cccc(F)c2)C3)c1 (stereo not drawn)	-4	0	0
CCN(CC)c1ncccc1CNc1ccnc(N)n1	11	-10	·
CCCN(C)C(=O)c1ccc(CSc2nnc(-c3cccc(OC)c3)n2-c2ccc(C)cc2)cc1	-1	-5	-5
Fc1ccc(CSc2nnc3n2CCCN3)cc1	-4	-9	·
CCOC(=O)C(Cc1ccc(Cl)cc1)NC(=O)CCC(=O)N1CCN(c2ccccn2)CC1 (stereo not drawn)	-5	-5	-8
CCCc1cc(C(=O)N2CCC3(CC2)c2ccccc2[C@@H](N)[C@@H]3O)no1	0	-7	·
N#Cc1nc2n(c1C#N)CN(CCc1ccc(Cl)cc1Cl)CN2	11&-4	-5&2	1
COc1cc2c(cc1CN1CCCN(c3ccccc3)CC1)OCO2	0	-5	-17
CCNC(=O)CC1C(=O)N(Cc2ccccc2)C(=S)N1NC(=O)c1ccc(Cl)cc1 (stereo not drawn)	3	-5	-8
CCn1nc(C(C)C)cc1C(=O)NCC1CCCN(S(C)(=O)=O)C1 (stereo not drawn)	7	-2	·
CCOC(=O)C(C)/C(C)=N\NC(=O)CCC(=O)Nc1cc(C)ccc1C (stereo not drawn)	5	4	·
CS(=O)(=O)NC1CCN(Cc2cccn2-c2ccc(Cl)cn2)CC1	6	-7	·
CCOC(=O)N1CCN(C(=O)c2cc(-c3ccc(C)o3)nn2-c2cccc([N+](=O)[O-])c2)CC1	-6	-9	-4
c1ccc(CCNc2nc(-c3ccco3)nc3ccccc23)cc1	-2	4	1
CCc1nc(CCNC(=O)N2CCSC(CC)C2)cs1 (stereo not drawn)	9	-11	-6
CCCc1cc(=O)[nH]c(-n2nc(C)cc2NC(=O)c2ccc(S(=O)(=O)N(C)C)cc2)n1	10	-3	-8
Cc1ccc(C2C3CN(C(C)C)CC=C3C(C#N)C(=N)C2(C#N)C#N)cc1 (stereo not drawn)	21	-9	-4
CCn1c(C2CCN(c3cc(C)nc4ccccc34)CC2)nn(C)c1=O	22	-6	·
C=CC[C@@H]1CC=C[C@@H](c2ccccc2)N1Cc1cnc(C)[nH]1	2	1	·
Cc1cc(Cl)cc2sc(N(Cc3ccncc3)C(=O)c3ccc(C#N)cc3)nc12	4	4	-1
CCC(C(=O)N1CCn2c(nnc2C(=O)N2CCCCC2)C1)c1ccccc1 (stereo not drawn)	8	-8	·
Cc1cccc(Oc2cc(N3CCNC(C)C3)ncn2)c1 (stereo not drawn)	14	-4	·
Cc1cccc2c1C(=O)NC1(CCN(C(=O)CSc3ccccc3)CC1)N2	0	-3	-3
CC(C)(CNC(=O)c1ccccn1)c1ccccc1	-1	-18	-11
COc1ccc(S(=O)(=O)N2CCSC2c2ccc(Cl)cc2)cc1 (stereo not drawn)	0	-1	·
CCOCCCN(CC(=O)N(Cc1ccc(F)cc1)Cc1ccc(C)s1)C(=O)c1ccco1	5	-2	-3
CON	-2	8	1
Cc1ccc(CN(CCc2c[nH]c3ccccc23)C(=O)CN(C(C)C)S(=O)(=O)c2ccc(Cl)cc2)cc1	·	-6	-5
Cc1ccc2nc(-c3ccccc3OCC(=O)O)oc2c1	-7	2	-2
N#CCSc1nnc(-c2c[nH]c3ccccc23)n1C1CC1	9	-2	·
Cn1cc(C(=O)NC2CCCCCC2)c2nn(-c3ccccc3)c(=O)c-2c1	14	0	-6
C=c1occc1=C1NN=C(SC(CC)C(=O)Nc2ccc(F)cc2)O1 (stereo not drawn)	-7	0	·
CCOC(=O)c1sc(NC(=O)c2ccc(Br)cc2)nc1C	-1	-5	-6
CCOC(=O)C1=C(CC)Nc2ccccc2N=C1NC(=O)CCN1C(=O)C2CCCCC2C1=O (stereo not drawn)	3	-8	·
N#Cc1ccc(F)c(CSCc2cccc(OCC(N)=O)c2)c1	2	-6	·
O=C(NCc1cccc(Cl)c1)c1ccccc1OC(F)F	-17	0	·

The results go on.
SMILES	NPYLR7 ag	hcGAS lum	mcGAS lum
CCOC(=O)C1CCN(CC(=O)N2N=C(c3ccc(OC)cc3)CC2c2ccccc2C)CC1 (stereo not drawn)	-1	-5	-6
Fc1ccc(NCc2noc(Cc3ccccc3)n2)cc1F	4	-10	-14
COc1ccccc1C1NC(=O)N(C)C2=C1C(=O)N(CCC(=O)N1CCOCC1)C2 (stereo not drawn)	-1	-5	-4
C=CCn1c(=NC(=O)CN2C(=O)CCC2=O)sc2cccc(OCC)c21	2	-5	-5
O=S(=O)(NC1c2ccccc2Oc2ccccc21)c1ccc(Cl)s1	2	-5	-8
CCN(CCN1CCOCC1)C(=O)c1cccnc1	1	-5	-21
CC(=O)N(CCN1CCCC1)CC(=O)N(Cc1ccc(F)cc1)Cc1ccc(C)s1	5	-4	-8
Cc1cc(=O)[nH]c(-n2nc(C)c(CCC(=O)Nc3cccc(Cl)c3C)c2C)n1	0	1	·
COc1ccccc1C(=O)C1CCCN(C(=O)CCc2ccc3c(c2)OCO3)C1 (stereo not drawn)	-1	-4	-4
O=C(NCc1cc2ccccc2[nH]1)C1CC(c2ccc(Cl)s2)=NO1 (stereo not drawn)	-8	-8	-16
CCNC(=O)N1CCCC(OCc2cccc(C(F)(F)F)c2)C1 (stereo not drawn)	-6	-4	-5
Cc1cc(C(=O)n2nc(C(F)(F)F)nc2N)c(C)n1CC1CC1	15	-7	·
OC(CNC12CC3CC(CC(C3)C1)C2)COCc1ccco1 (stereo not drawn)	6	-8	·
Cc1ccccc1-c1onc(C)c1C(=O)NCc1ccc(Cl)cc1	-1	-2	2
O=C(Nc1ccccc1C(=O)NCC1CCCO1)c1ccco1 (stereo not drawn)	8	-8	·
CCCn1c(O)c(N=NC(=O)c2ccccc2)c2ccccc21	-4	0	-4
Cc1cc(NC(=O)c2ccc(S(=O)(=O)N(C)C)cc2)n(-c2nc(-c3ccccc3)cs2)n1	-12	-9	-10
CNCC1CC(c2ccc(Cl)cc2)=NO1 (stereo not drawn)	-6	0	1
Cn1ccc(NC(=O)C(C)(C)Oc2ccc(F)cc2)n1	10	-12	-8
Cc1cccc(-n2c(C)nnc2SCC(=O)NCc2ccccc2)c1	·	-7	-6
O=C(CCN1Cc2ccccc2OC(c2ccccc2F)C1)NC(c1ccccc1)c1ccncc1 (stereo not drawn)	18	-4	-9
CN(C(C1CC1)C1CC1)S(=O)(=O)c1c[nH]c2ncccc12	2	-2	·
O=C(CN1CC(C(=O)N2CCCCC2)Oc2ccccc21)NC1CCCc2ccccc21 (stereo not drawn)	3	-8	-16
Cn1ccnc1CN(Cc1cc(F)c(F)c(F)c1)C1CC1	-2	0	·
NC(=O)C1CN(C2CCCCc3ccccc32)CCO1 (stereo not drawn)	0	0	·
CCOc1cc(C=O)ccc1OCC(=O)N(C)C	-6	-6	-16
CC(C)S(=O)(=O)c1ncc(CN2CCc3sccc3C2)n1CCc1ccccc1	7	-2	·
CCNc1ncc(C(=O)N2CCC(c3[nH]ncc3Cc3ccccc3)CC2)cn1	15	2	·
COCCNCC(=O)N(Cc1ccccc1)Cc1ccc(C)s1	-5	-8	-7
CCOC(=O)Cc1csc(NC(=O)c2ccc(S(C)=O)cc2)n1 (stereo not drawn)	8	-9	-17
COC(=O)c1c(NC(=O)c2cnn3c(C(F)(F)F)cc(-c4ccccc4)nc23)sc2c1CCCCC2	-9	7	·
O=C(NNC(=O)c1ccc(F)cc1)c1ccc(F)cc1	5	-5	-3
Cc1ccc(-n2nnnc2SCc2cc3c(cc2Br)OCO3)c(C)c1	8	-8	·
CCOc1ccc(-c2nc(N3CCN(c4ccccc4Cl)CC3)c3ccccc3n2)cc1	-3	-7	-6
CCOc1ccc(N2CCN(C(=O)c3ccc(C(F)(F)F)cc3)C(C)C2=O)cc1 (stereo not drawn)	4	-4	·
CCOC(=O)c1ccccc1NC(=O)CSc1ccc2nnc(-c3ccc(OC)cc3)n2n1	7	-6	-8
O=C(C1CCN(S(=O)(=O)c2ccc3c(c2)CCC3)CC1)N1CCCC1	22	-10	·
N#Cc1cnn(C(=O)COc2ccc(Cl)cc2)c1N	1	-7	·
CCOCCOC(=NC(C)CC)NC(=O)c1cccc(F)c1 (stereo not drawn)	-5	-1	-4
COC[C@@H]1CCCN1C(=O)Cc1ccc(Nc2cc(N(C)c3cccc(C)c3)ncn2)cc1	-1	-3	-2

Full records as entered above.
Profile of CNCC1CC(c2ccc(Cl)cc2)=NO1 (stereo not drawn) = NPYLR7 ag: -6; hcGAS lum: 0; mcGAS lum: 1
Profile of CCOC(=O)N1CCN(C(=O)c2cc(-c3ccc(C)o3)nn2-c2cccc([N+](=O)[O-])c2)CC1 = NPYLR7 ag: -6; hcGAS lum: -9; mcGAS lum: -4
Profile of CON = NPYLR7 ag: -2; hcGAS lum: 8; mcGAS lum: 1

Next section
SMILES	NPYLR7 ag	hcGAS lum	mcGAS lum
COc1ccc(NC(=O)c2ccc(N3C(=O)C4C5C=CC(C5)C4C3=O)cc2)cc1 (stereo not drawn)	1	-7	-5
Cc1ccc(-c2nc(N3CCN(C(=O)c4ccc(C(F)(F)F)cc4)CC3)c3ccccc3n2)cc1	6	0	-5
CCCCc1nc(C)c(C(=O)N(C)Cc2c(C)noc2C)s1	13	-10	·
CCN1CC(NC(=O)c2c(O)cccc2O)CC1=O (stereo not drawn)	-3	-6	-15
Nc1cnc(-c2ccc(-c3ccn[nH]3)cc2)cn1	-4	-5	·
Cc1cccc(N2CCN(c3cc(C)cc4ncnn34)CC2)c1	7	-15	·
O=C(NCCO)c1cccc(-c2ccc3nnc(-c4cccc(OC(F)(F)F)c4)n3c2)c1	11	-2	-7
C=CCN1C(=O)C(=Cc2ccc(OC)cc2)SC1=S	-5	-5	-5
CCOC(=O)CN(C)C(=O)CC(c1ccccc1)c1ccccc1C (stereo not drawn)	-3	-8	·
CCCc1[nH]n(-c2ccc(F)cc2)c(=O)c1C1=C(N(C)CC)C(=O)N(CC2CCCO2)C1=O (stereo not drawn)	29	-6	-8
CN1CCN(c2ccc(C(=O)N3CCC(N4CCOCC4)CC3)cn2)CC1=O	4	-5	·

4 structures out of the list, ordered by number of heavy atoms, low to high:
SMILES	NPYLR7 ag	hcGAS lum	mcGAS lum
Nc1ccc(-c2nc3cc(N)cc(Cl)c3o2)cc1	118*	-3	-3
Cc1ccc2nc(-c3ccccc3OCC(=O)O)oc2c1	-7	2	-2
Cc1cccc(-n2c(C)nnc2SCC(=O)NCc2ccccc2)c1	·	-7	-6
Cc1cccc2c1C(=O)NC1(CCN(C(=O)CSc3ccccc3)CC1)N2	0	-3	-3
